High-throughput results deposited in PubChem BioAssay by National Center for Advancing Translational Sciences (NCATS).
POLK inh = blocks human DNA polymerase kappa activity. AID 588579. purified Pol kappa, fluorescent DNA synthesis assay, 10 min. Q9UBT6. 400,000 compounds, 0.53% hits. Potency, µM (titrated, usually from 107 µM), for inactives: at the highest dose activity, negative = inhibition, usual class: inhibitors; also: potency is read from the fitted curve at half-maximal effect; % is scaled to controls: 0 for no effect and ±100 for the full control effect
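Fluorescent qHTS in 1536-well format: enzyme (10 nM) and compound sat 15 min at room temperature before 50 nM substrate (final) was added. Signal taken at 0 and 10 min; no-enzyme buffer wells were negative controls.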
Apoferritin bind = binds horse apoferritin like a general anesthetic. P02791. apoferritin/1-aminoanthracene competitive binding, fluorescence. Potency, µM (highest dose often 77.5 µM), for inactives: top-dose activity change, negative = displacement, most hits filed as inhibitors. 350,000 compounds, 0.074% hits. AID 485281; also: potency is read from the fitted curve at half-maximal effect; % is scaled to controls: 0 for no effect and ±100 for the full control effect; nearly all actives have a fitted effect of over 20% in size
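Probe: 1-aminoanthracene (50% saturated, PBS). Protein: horse-spleen apoferritin, 10 uM. Incubation: 10 min, room temperature. Detection: 380 nm excitation, 535 nm emission. Analysis: normalized response, four-parameter Hill.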
BLM inh = Bloom syndrome helicase (human) inhibition; recombinant BLM DNA unwinding, fluorescence dequenching; AID 2528; P54132; Potency, µM (doses to about 56.1 µM), without a hit: top-dose activity change, negative = inhibition, usual class: inhibitors; 350,000 compounds, 0.2% hits;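 also: potency is read from the fitted curve at half-maximal effect; plate controls were vehicle for no effect and no enzyme for full effect; nearly all actives have a fitted effect of over 35% in size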
Target sequence (P54132 whole entry, looked up): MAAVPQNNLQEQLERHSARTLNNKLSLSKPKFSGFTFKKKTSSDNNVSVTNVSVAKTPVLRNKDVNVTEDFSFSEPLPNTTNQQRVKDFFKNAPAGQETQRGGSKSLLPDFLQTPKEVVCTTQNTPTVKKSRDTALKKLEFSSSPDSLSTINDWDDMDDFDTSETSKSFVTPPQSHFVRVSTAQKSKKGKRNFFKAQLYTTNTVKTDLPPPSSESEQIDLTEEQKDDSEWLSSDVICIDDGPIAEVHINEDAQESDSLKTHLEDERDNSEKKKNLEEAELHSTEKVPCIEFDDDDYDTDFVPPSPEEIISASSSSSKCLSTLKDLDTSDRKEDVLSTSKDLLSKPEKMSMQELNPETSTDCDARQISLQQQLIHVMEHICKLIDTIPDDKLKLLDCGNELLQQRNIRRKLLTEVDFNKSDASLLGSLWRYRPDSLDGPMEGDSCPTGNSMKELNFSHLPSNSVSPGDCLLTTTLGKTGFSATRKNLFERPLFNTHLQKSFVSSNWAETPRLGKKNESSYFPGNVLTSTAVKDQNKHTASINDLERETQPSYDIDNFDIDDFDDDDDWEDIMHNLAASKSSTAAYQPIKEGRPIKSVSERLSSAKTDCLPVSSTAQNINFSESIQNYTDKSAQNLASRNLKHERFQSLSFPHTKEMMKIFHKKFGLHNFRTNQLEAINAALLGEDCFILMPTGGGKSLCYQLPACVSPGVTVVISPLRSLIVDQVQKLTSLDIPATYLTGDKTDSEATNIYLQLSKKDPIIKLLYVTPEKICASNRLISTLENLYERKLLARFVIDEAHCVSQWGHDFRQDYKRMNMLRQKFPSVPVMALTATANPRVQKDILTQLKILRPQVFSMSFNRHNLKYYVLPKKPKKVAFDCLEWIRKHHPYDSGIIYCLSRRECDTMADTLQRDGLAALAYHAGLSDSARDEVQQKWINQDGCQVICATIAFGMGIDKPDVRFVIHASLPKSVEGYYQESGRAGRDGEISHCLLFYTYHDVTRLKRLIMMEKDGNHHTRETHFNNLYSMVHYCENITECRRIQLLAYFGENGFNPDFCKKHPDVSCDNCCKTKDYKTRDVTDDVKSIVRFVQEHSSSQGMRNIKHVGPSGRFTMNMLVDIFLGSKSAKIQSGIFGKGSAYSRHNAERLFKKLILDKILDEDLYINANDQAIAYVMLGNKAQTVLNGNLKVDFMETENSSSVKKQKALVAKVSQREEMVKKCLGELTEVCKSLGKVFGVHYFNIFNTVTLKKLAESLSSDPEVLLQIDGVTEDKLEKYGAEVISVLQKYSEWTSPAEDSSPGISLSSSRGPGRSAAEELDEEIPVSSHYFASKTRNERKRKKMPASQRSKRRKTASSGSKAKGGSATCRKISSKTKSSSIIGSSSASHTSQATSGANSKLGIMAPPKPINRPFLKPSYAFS
Pol iota inh = inhibitors of human DNA polymerase iota; Pol iota fluorescent replication assay, 10 min; Q9UNA4; AID 588590; 390,000 compounds, 1% hits; Potency, µM (titrated, usually from 115 µM), inactives show at the top dose activity, negative = inhibition, hits mostly inhibitors; also: potency is read from the fitted curve at half-maximal effect
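Fluorescent replication assay read twice, at 0 min and 10 min after adding 50 nM (final) substrate. Enzyme (10 nM) and compounds were first incubated 15 min at room temperature; enzyme-free buffer wells were negative controls.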
Pol eta inh = DNA polymerase eta (human) inhibition; 390,000 compounds, 1.2% hits; Potency, µM (series often up to 114 µM), inactives show top-dose activity change, negative = inhibition, usual class: inhibitors; recombinant Pol eta, fluorescent DNA replication assay; also: potency is read from the fitted curve at half-maximal effect; % is scaled to controls: 0 for no effect and ±100 for the full control effect
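Fluorescent replication assay: 50 nM final substrate added after a 15 min room-temperature compound preincubation with 10 nM enzyme. Signal taken at 0 min and again at 10 min.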
APE1 inh = APE1 (human) endonuclease inhibition; P27695; Potency, µM (top dose mostly 65.8 µM), for inactives: at the highest dose activity change, negative = inhibition, usual class: inhibitors; 350,000 compounds, 0.35% hits; recombinant APE1, TAMRA/BHQ-2 abasic DNA cleavage fluorescence;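 also: potency is read from the fitted curve at half-maximal effect; plate controls were vehicle for no effect and reference inhibitor for full effect; nearly all actives have a fitted effect of over 55% in size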
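Incision of a quenched TAMRA/BHQ-2 THF abasic-site duplex (50 nM) by 0.75 nM APE1, after 15 min compound preincubation, measured as fluorescence increase over three 60 s reads. Values normalized to buffer, DMSO and NSC13755 control wells.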
LDHA block = LDHA (human) enzyme inhibition; P00338; purified LDHA, NADH/diaphorase-resazurin fluorescence; active compounds read low; activity change, % (values are at about 110 or 230 µM); 480,000 compounds, 0.15% hits; AID 1347041; in the data active = activity change below about -30%; inconclusive = mostly about -25% to -30%;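 also: plate controls were DMSO wells for no effect and wells without enzyme for full effect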
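Enzyme activity of human lactate dehydrogenase 5 (2 nM; 0.06 mM NADH, 0.2 mM pyruvate, 5 min, RT) is measured via a resazurin/diaphorase fluorescence readout of residual NADH.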
GRP78 ERSR act = ER stress response induction in glioma; U87-MG GRP78 promoter luciferase reporter, 16 h; Potency, µM, for the others: top-dose activation, most hits filed as activators; 420,000 compounds, 0.02% hits; also: potency is read from the fitted curve at half-maximal effect; series mostly up to about 76 µM; % of control where 0% means no effect; nearly all actives have a fitted effect of over 35% in size
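Stably transfected U87-MG glioma cells carrying a GRP78-based luciferase sensor; 16 h compound incubation. Luminescence end-point read 10 min after Bright-Glo addition at room temperature.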
POLB inh = inhibitors of human DNA polymerase beta; P06746; AID 485314; 340,000 compounds, 1.3% hits; Potency, µM (series often up to 114 µM), without a hit: top-dose activity change, negative = inhibition, most hits filed as inhibitors; Pol beta primer extension/strand displacement, fluorescence kinetic; also: potency is read from the fitted curve at half-maximal effect; % is scaled to controls: 0 for no effect and ±100 for the full control effect
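Curves were derived by four-parameter Hill fits of normalized qHTS data. The kinetic fluorescent primer-extension read was taken at 0 and 10 min after 50 nM substrate, following a 15 min room-temperature preincubation of 10 nM enzyme with compounds.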
The depositor's hits bear a star; ? = inconclusive; · = no result given; & = joins results of further samples; [ ] = dose if it differs, or a comment. Unless noted, calls follow the shape of the dose curve; as a rule, active = well fitted curve in the direction sought with a large enough effect; inconclusive = small, poorly fitted or top-dose-only effect, or another doubt; inactive = no such curve, though single readings can be large; an effect the other way counts as inactive or inconclusive.

Values in the order – POLK inh	Apoferritin bind	BLM inh	Pol iota inh	Pol eta inh	APE1 inh	LDHA block	GRP78 ERSR act	POLB inh
> COCCn1c(=O)c2c(nc3n2CC(C)CN3Cc2ccccc2)n(C)c1=O (stereo unspecified)
    0%	4%	2%	13%	7%	4%	-4	-3%	24%
> Cc1ccc(Oc2nc3c(c(=O)n(Cc4ccccc4F)c(=O)n3C)n2C)cc1
    1%	0%	-1%	-9%	5%	-2%	-7&0	-4%	13%
> O=C(CSc1nc(-c2cccs2)cc(C(F)(F)F)n1)NCCCN1CCOCC1
    -8%	-6%	1%	136%[activator]	-5%	15%	-11	-9%	-3%
> COc1ccc(C(=O)c2sc(Nc3ccccc3)nc2C)cc1
    -10%	4%	-13%	98%[activator]	-8%	25%	2	6%	-13%
> Cc1ccc(C)c(NC(=O)CN(C)C(=O)c2cc3ccccc3oc2=O)c1
    11%	·	·	-11%	-12%	44%	0&0	4%	·
> CC(=O)Nc1cccc(C(=O)N2CCC(n3nccc3NC(=O)CC(C)C)CC2)c1
    -12%	-5%	-1%	17%	-2%	-7%	-10	2%	32%
> CCc1nnc(NS(=O)(=O)c2ccc(NC(=O)/C=C/C(=O)O)cc2)s1
    -13%	0%	2%	?	19%	5%	-9	-2%	46%
> O=C(CN1C(=O)S/C(=C\c2ccc(F)cc2)C1=O)Nc1cccc(S(=O)(=O)NCc2ccco2)c1
    -9%	?	8%	134%[activator]	-10%	1%	-12	1%	1%
> CCc1oc(C(=O)OC)cc1CSC(=N)N
    -14%	-9%	-2%	5%	7%	13%	-5	-4%	2%
> Cc1ccc(C)c(NC(=O)Cn2c(=O)n(CCC(=O)NCc3ccc4c(c3)OCO4)c(=O)c3ccccc32)c1
    11%	1%	-5%	22%	-10%	·	-8	-2%	1%
> CC(NC(=O)c1cc([N+](=O)[O-])cc([N+](=O)[O-])c1)c1ccc(-n2ccnc2)cc1 (stereo unspecified)
    -4%	-16%	1%	29%	-20%	55%[activator]	2	-3%	2%
> COc1ccc(CNc2ncnc3c2nc2n3CCCC2)cc1
    -21%	-2%	1%	3%	-9%	·	-2	-1%	-3%
> Cc1nnsc1C(=O)NC(=O)Nc1ccc(F)c(Cl)c1
    -7%	-4%	-3%	186%[activator]	-16%	0%	-7	-4%	8%
> CC1(C)SC2c3ccccc3C(=O)N2[C@@H]1C(=O)NC1CCCC1 (stereo partly specified)
    -2%	-12%	-4%	20%	-2%	30%	0	-3%	-10%
> Cc1ccc(-c2cc(-c3ccccc3Cl)[nH]n2)c(O)c1
    -16%	?	-13%	1%	?	-6%	-8	9%	-5%

Limited to POLK inh, POLB inh and APE1 inh, for seven of the compounds above:
| canonical_smiles | POLK inh | POLB inh | APE1 inh |
| --- | --- | --- | --- |
| COCCn1c(=O)c2c(nc3n2CC(C)CN3Cc2ccccc2)n(C)c1=O (stereo unspecified) | 0% | 24% | 4% |
| Cc1ccc(Oc2nc3c(c(=O)n(Cc4ccccc4F)c(=O)n3C)n2C)cc1 | 1% | 13% | -2% |
| O=C(CSc1nc(-c2cccs2)cc(C(F)(F)F)n1)NCCCN1CCOCC1 | -8% | -3% | 15% |
| COc1ccc(C(=O)c2sc(Nc3ccccc3)nc2C)cc1 | -10% | -13% | 25% |
| Cc1ccc(C)c(NC(=O)CN(C)C(=O)c2cc3ccccc3oc2=O)c1 | 11% | · | 44% |
| CC(=O)Nc1cccc(C(=O)N2CCC(n3nccc3NC(=O)CC(C)C)CC2)c1 | -12% | 32% | -7% |
| CCc1nnc(NS(=O)(=O)c2ccc(NC(=O)/C=C/C(=O)O)cc2)s1 | -13% | 46% | 5% |

The results go on:
Values in the order – POLK inh	Apoferritin bind	BLM inh	Pol iota inh	Pol eta inh	APE1 inh	LDHA block	GRP78 ERSR act	POLB inh
> CCCCCCCCCCCCN1[C@@H](CC(C)=O)c2cc(C(F)(F)F)ccc2S1(=O)=O
    -4%	·	·	-3%	-23%	·	3	-2%	·
> C=CC1=C(C(=O)O)N2C(=O)[C@@H](NC(=O)/C(=N/OCC(=O)O)c3csc(N)n3)[C@H]2SC1
    ?	·	·	?	?	·	-7	3%	·
> N/C(=N\OS(=O)(=O)c1ccccc1)c1ccccn1
    4%	4%	5%	5%	-14%	-1%	3	-3%	47%
> O=C(OCC(=O)N1CCCc2ccccc21)c1ccccc1NCCO
    -9%	·	·	-4%	-15%	2%	-3	0%	·
> CCOc1ccccc1C(=O)NCC(=O)NCCSc1ccc(Br)cc1
    -5%	·	·	14%	-10%	·	-7	-5%	·
> COc1cccc(C(=O)c2c[nH]c(C(=O)NCc3cccs3)c2)c1
    1%	-11%	-4%	9%	-6%	-2%	-2	-2%	-27%
> COc1ccc(-c2cc(C(=O)N3CCC3)c3ccccc3n2)cc1OC
    -12%	·	·	20%	-25%	10%	0	-5%	·
> O=C(O)c1[nH]c2ccc(Cl)cc2c1CCN1C(=O)c2ccccc2C1=O
    -6%	-5%	0%	5%	-3%	2%	-8	-4%	5%
> O=C(Nc1nc2ccsc2c(=O)s1)c1ccco1
    -13%	-11%	0%	14%	-20%	-3%	-5	6%	?
> CC1C2CC(C(CN(C)C)/C2=N/O)C1(C)C (stereo unspecified)
    -3%	-11%	-1%	8%	-11%	-2%	-5	-3%	4%
> O=c1cc(-c2ccc(O)c(O)c2)oc2cc(OC3OC(CO)C(O)C(O)C3O)cc(O)c12 (stereo unspecified)
    0.89µM*	·	-16%	·	·	?	·	?	·
> Cc1nc2ccccn2c1CN(C)C(=O)C1CCC(=O)N(Cc2cccc(F)c2)C1 (stereo unspecified)
    -3%	-4%	-1%	44%[activator]	-14%	5%	-2	-2%	?
> Cn1c(Cc2ccc(Cl)cc2)nnc1SCC(=O)NC1CC1
    -1%	-3%	-2%	51%[activator]	-20%	-10%	-2	-1%	3%
> Cc1c(C(=O)N(Cc2ccccc2Cl)C2CCS(=O)(=O)C2)oc2ccccc12 (stereo unspecified)
    -6%	-12%	-6%	-12%	-18%	11%	0	0%	3%
> COc1ccccc1NC(=O)CSCc1cc(=O)c2c(C)cc(C)cc2[nH]1
    3%[60.1 µM]	-15%	-6%	-6%	-9%	·	4	-4%	6%

(further entries)
Values in the order – POLK inh	Apoferritin bind	BLM inh	Pol iota inh	Pol eta inh	APE1 inh	LDHA block	GRP78 ERSR act	POLB inh
> CC(=O)Nc1c(C)nn(-c2ccc([N+](=O)[O-])cc2)c1C
    2%	-7%	-9%	29%	-6%	9%	-5	-2%	-1%
> Cc1cc(C)n(C(=O)C23CC4CC(CC(C4)C2)C3)n1
    ·	8%	1%	·	·	3%	·	·	-3%
> COc1ccc(C2CC(c3ccc([N+](=O)[O-])cc3)=NN2C(=O)c2ccccc2)cc1OC (stereo unspecified)
    -9%	-11%	-14%	-6%	-15%	-3%	-15	-1%	18%
> COc1ccc(/C=C2\CCn3c2nc2ccccc2c3=O)cc1OC
    -14%	-8%	-3%	-21%	-2%	20%	-13	5%	-11%
> CCC(NC(=O)c1ccccc1NC(=O)c1ccccc1)C(=O)OC (stereo unspecified)
    5%	-5%	-2%	8%	-13%	1%	-4	3%	7%
> COc1ccc(C(CNC(=O)c2cc3ccccc3cc2O)N2CCOCC2)cc1 (stereo unspecified)
    1%	·	·	44%[activator]	-11%	15%	5	-2%	·
> CCOc1ccc(C2CC(c3cccc(C)c3)n3nc(N)nc3N2)cc1 (stereo unspecified)
    10%	-5%	3%	13%	-20%	0%	1	-3%	0%
> CN(C)c1ccc(C=c2c3cc(O)ccc3n3c2cc(-c2ccccc2)[n+]3C)cc1
    ?	·	·	50µM*	?	·	32	-5%	·
> CSC(SC)=C(C(C)=O)C(=O)c1ccc(C)cc1
    -5%	-3%	-14%	13%	-5%	17%	0	-1%	15%
> CCc1ccc(NC(=O)CCCNC(=O)Cn2cnc3sc(C)c(C)c3c2=O)cc1
    -5%	-7%	-6%	92%[activator]	-6%	36%[activator]	-9	1%	16%
> CC(=O)N(C(C)=O)c1c(N2CCOCC2)c2ccccc2oc1=O
    -14%	1%	-1%	13%	1%	0%	-12	-3%	18%
> CCCN(C(=O)Cn1ncc2c1-c1ccccc1OC2)c1cccc(C)c1
    -3%	42%[activator]	-2%	-1%	-13%	·	-1	2%	-25%
> O=C(COC(=O)c1ccccc1Br)NC(=O)NCc1ccccc1
    -2%	·	·	51%	-24%	2%	-16	-1%	·
> N=c1n(CCc2ccccc2)c2ccccc2n1Cc1ccccc1F
    -4%	8%	44%[activator]	4%	-6%	22%	-8	2%	-14%

Ordered by the number under Pol eta inh (high to low): some entries from above.
Compound	POLK inh	BLM inh	Pol iota inh	Pol eta inh	LDHA block	GRP78 ERSR act
CCc1ccc(NC(=O)CCCNC(=O)Cn2cnc3sc(C)c(C)c3c2=O)cc1	-5%	-6%	92%[activator]	-6%	-9	1%
COc1ccc(CNc2ncnc3c2nc2n3CCCC2)cc1	-21%	1%	3%	-9%	-2	-1%
CCCCCCCCCCCCN1[C@@H](CC(C)=O)c2cc(C(F)(F)F)ccc2S1(=O)=O	-4%	·	-3%	-23%	3	-2%
O=C(COC(=O)c1ccccc1Br)NC(=O)NCc1ccccc1	-2%	·	51%	-24%	-16	-1%

Some of the compounds tested; the hit share may differ from the screen's.
